HCV inh: qHTS Assay for Inhibitors of Hepatitis C Virus (HCV); Huh7.5.1 HCVcc-Cre infection, luciferase reporter, 44 h; actives 3.4% (n = 340,000); AID 651820, 2012; Potency, µM (top dose mostly 41.8 µM), for the others: top-dose activity change, negative = inhibition, actives largely listed as inhibitors; active = well fitted inhibition curve with a large enough effect; inconclusive = small, poorly fitted or top-dose-only effect, or another doubt; inactive = no such curve, though single readings can be large or run the other way
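Cells (1,000/well) were plated 4 h before compound, then infected with HCVcc-Cre virus (~0.5 moi). After 44 h further culture, infection was read as luciferase luminescence following a 15 min substrate incubation at room temperature.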
* marks the source's active call; other numbers are inactive results; ? = inconclusive; [ ] = another dose, or the depositor's remark. % is set by controls: 0 for no effect and ±100 for the full control effect; potency is the fitted concentration of half-maximal effect.

SMILES | HCV inh
O=C(CC1C[C@H](C(=O)N2CCOCC2)[C@@]2(CCC3CCCC3)c3[nH]c4ccccc4c3CCN2C1=O)NCc1ccco1 (some centres undefined) | 24.1%
CC(C)=CCC/C(C)=C/CNC(=O)C[C@H]1C[C@H](C(=O)N2CCCCC2)[C@@]2(C)c3[nH]c4cc(-c5ccco5)ccc4c3CCN2C1=O | -29.3%
O=C(CCCOc1ccccc1)Nc1ccc(Br)cc1 | 8.1%
O=C(COC(=O)c1cc(Cl)ccc1O)Nc1cc(C(F)(F)F)ccc1N1CCOCC1 | -7.4%
COC1=C(N)C(=O)c2nc(C)ccc2C1=O | ?
C=CCn1c(C)cc(C(=O)COC(=O)CCc2cc(OC)c(OC)c(OC)c2)c1C | 3.2%
O=S(=O)(c1cccc(-c2n[nH]c(=S)n2-c2ccc(OC(F)(F)F)cc2)c1)N1CCOCC1 | 6.9%
CC[C@]12c3[nH]c4ccc(OC)cc4c3CCN1C(=O)C(CC(=O)NCCCOC)C[C@@H]2C(=O)N1CCN(C(=O)c2ccco2)CC1 (some centres undefined) | ?
Cc1c(NC(=O)c2cccc(NC(=O)COc3cccc(Br)c3)c2)c(=O)n(-c2ccccc2)n1C | ?
COC(=O)C[C@H]1c2cc(C(F)(F)F)ccc2S(=O)(=O)N1Cc1ccccc1 | 23.0%
CC1CN(Cc2ccco2)C(=S)NC1=O (centres undefined) | 3.2%
CCC1(Cc2ccccc2)C(=O)NC(=S)N(C)C1=O (centres undefined) | 29.6%

Quoted at random: 2 entries already listed, in no set order.
SMILES | HCV inh
O=S(=O)(c1cccc(-c2n[nH]c(=S)n2-c2ccc(OC(F)(F)F)cc2)c1)N1CCOCC1 | 6.9%
C=CCn1c(C)cc(C(=O)COC(=O)CCc2cc(OC)c(OC)c(OC)c2)c1C | 3.2%

Next compounds:
SMILES | HCV inh
CCOc1ccc(OCCC(=O)OCC(=O)N(CC)c2c(N)n(Cc3ccccc3)c(=O)[nH]c2=O)cc1 | 11.4%
Cc1ccc(C2CC(=O)Oc3cc(C)cc(C)c32)cc1 (centres undefined) | -36.3%
CCC(C)n1c(SCC(=O)N(CC)c2c(N)n(Cc3ccccc3)c(=O)[nH]c2=O)nc2ccccc2c1=O (centres undefined) | -15.5%
CCN1C[C@@H]2[C@@H]3C(=O)N(C)C(=O)[C@@H]3[C@](C)(C1=O)N2C(=O)c1ccc(Cl)cc1 | 9.9%
O=C(C[C@@H]1C/C=C/CC[C@@H](Cc2ccc(F)cc2)C(=O)OC[C@H](Cc2ccccc2)NC1=O)N[C@H](CO)Cc1ccccc1 | 7.4%
CC(=O)Oc1ccc2cc(-c3cccnc3)c(=O)oc2c1 | -2.1%
COC1=CC=C2[C@H]3Cc4ccc(OC)c5c4[C@@]2(CCN3C)C1O5 (some centres undefined) | ?
COc1ccc(NC(=O)Nc2cccc3c2O[C@H](CN(C)C(=O)Nc2ccc4c(c2)OCO4)[C@@H](C)CN([C@H](C)CO)C3=O)cc1 | ?
COc1ccc(SCC2CN(C)CCC2c2ccc(F)cc2)cc1 (centres undefined) | 11.2µM*
N#Cc1ccc(C(=O)NC(=S)N2CCOCC2)cc1 | -4.4%
COc1ccc(NC(=O)N(C)C[C@H]2Oc3ccc(NC(=O)NC4CCCCC4)cc3C(=O)N([C@H](C)CO)C[C@@H]2C)cc1 | 6.6%
OCCCn1c(C(CO)Nc2nc(-c3ccc(Cl)cc3)cs2)nc2ccccc21 (centres undefined) | ?

The list goes on, overlapping the part above by six compounds.
SMILES | HCV inh
COC1=CC=C2[C@H]3Cc4ccc(OC)c5c4[C@@]2(CCN3C)C1O5 (some centres undefined) | ?
COc1ccc(NC(=O)Nc2cccc3c2O[C@H](CN(C)C(=O)Nc2ccc4c(c2)OCO4)[C@@H](C)CN([C@H](C)CO)C3=O)cc1 | ?
COc1ccc(SCC2CN(C)CCC2c2ccc(F)cc2)cc1 (centres undefined) | 11.2µM*
N#Cc1ccc(C(=O)NC(=S)N2CCOCC2)cc1 | -4.4%
COc1ccc(NC(=O)N(C)C[C@H]2Oc3ccc(NC(=O)NC4CCCCC4)cc3C(=O)N([C@H](C)CO)C[C@@H]2C)cc1 | 6.6%
OCCCn1c(C(CO)Nc2nc(-c3ccc(Cl)cc3)cs2)nc2ccccc21 (centres undefined) | ?
CC(C)(C)CC(C)(C)N=C1Nc2cc(Cl)c(Cl)cc2NC12C[C@H]1CCC(=O)N3CC[C@@H](C2)[C@@H]13 (some centres undefined) | 17.7%
C[C@H](CO)N1C[C@H](C)[C@@H](CN(C)C(=O)Nc2ccc3c(c2)OCO3)Oc2ccc(NC(=O)Nc3ccc(C(F)(F)F)cc3)cc2C1=O | -8.1%
CCCn1c(N)c(N2CCCCC2)c(=O)n(CC(=O)Nc2cccc(S(=O)(=O)N(C)C)c2)c1=O | -0.1%
O=C(Cc1ccc(NC(=O)C2CCCN(C(=O)C3CCC3)C2)cc1)Nc1ccc(C(=O)N2CCOCC2)cc1 (centres undefined) | -7.5%[8.37 µM]
Cc1cccc(N2C(=O)C=CC2=O)c1 | -0.4%
CC(C)C[C@@H]1CN=C(N)N1C[C@@H]1CCCN1C[C@@H](C(C)C)N1C[C@@H](Cc2ccccc2)N(CCCC2CCCC2)C1=N | 45.1%
Cc1cccc(C)c1NC(=O)CNC(=O)COC(=O)c1ccc(Cl)s1 | -7.0%
OCCCn1c(C2CCCN2c2nc(-c3ccc(Cl)cc3)cs2)nc2cc(Cl)c(Cl)cc21 (centres undefined) | ?
CC[C@]1(C(=O)OC)[C@H]2C(=O)N(Cc3ccccc3)C(=O)[C@H]2[C@H]2CN=C(SCc3ccc(C(=O)OC)cc3)N21 | -26.5%[8.37 µM]
CCN(CC)c1ccc(C(=O)OCC(=O)Nc2ncccn2)cc1 | -4.0%
COc1ccc(-c2coc3cc(OC(C)=O)ccc3c2=S)cc1 | -4.9%
CCCCN1CC(COCc2ccccc2)Oc2cccc(Oc3cc(C)c(C)c(C)c3)c2S1(=O)=O (centres undefined) | -19.6%[8.37 µM]
Cc1nc(C)c(C(=O)OCC(=O)NCc2ccccc2Cl)s1 | -2.5%
C[C@H](O)[C@@H]1C(=O)N2CCc3ccc(N4CCN(C)CC4)cc3[C@@H]2C[C@@H]1N(C)C(=O)c1ccc(C#N)cc1 | -9.9%[8.37 µM]
O=C(N[C@H]1C/C=C\C[C@H](CC(=O)N(CCO)Cc2ccccc2)C(=O)NC[C@H](c2ccccc2)OC1=O)OCC1c2ccccc2-c2ccccc21 | 7.5%
O=C(C=Cc1ccccn1)c1ccccc1 | ?
CC(CN1CCOCC1)C(C#N)(c1ccccc1)c1ccccc1 (centres undefined) | 2.6%
COc1ccc(OC)c(C(=O)c2c(C)oc3cc(Br)c(O)c(CN(C)C)c23)c1 | -0.9%
O=C(NS(=O)(=O)NC1CCCCC1)C1=C(N2CCCC2)COC1=O | -9.8%
CCOc1ncccc1C(=O)OCC(=O)Nc1cc(C(C)(C)C)ccc1OC | -23.1%
C=CC[C@@H](CC(=O)N[C@@H](CO)Cc1ccccc1)C(=O)N[C@@H](C)COC(=O)[C@@H](CC=C)Cc1ccc(F)cc1 | ?
CCOC(=O)N1C(=O)NC(=O)C1c1ccccc1 (centres undefined) | 25.4%
COC(=O)C[C@H]1c2cc(F)ccc2S(=O)(=O)N1c1ccc(N(C)C)cc1 | 0.1%
COC(=O)CC1(CC(N)=O)SCCS1 | 37.7%[activator]

A different layout for part of the listing above:
CCCn1c(N)c(N2CCCCC2)c(=O)n(CC(=O)Nc2cccc(S(=O)(=O)N(C)C)c2)c1=O
  HCV inh: -0.1%

O=C(Cc1ccc(NC(=O)C2CCCN(C(=O)C3CCC3)C2)cc1)Nc1ccc(C(=O)N2CCOCC2)cc1 (centres undefined)
  HCV inh: -7.5%[8.37 µM]

Cc1cccc(N2C(=O)C=CC2=O)c1
  HCV inh: -0.4%

CC(C)C[C@@H]1CN=C(N)N1C[C@@H]1CCCN1C[C@@H](C(C)C)N1C[C@@H](Cc2ccccc2)N(CCCC2CCCC2)C1=N
  HCV inh: 45.1%

Continued:
SMILES | HCV inh
CCOC(=O)C[C@H]1c2ccc(C(F)(F)F)cc2S(=O)(=O)N1C1CCCC1 | 9.3%
CCCN(CC(=O)Nc1ccccc1OC)C(=O)c1nc2nc(C)ccn2n1 | 15.2%
Cn1c(=O)c2c(nc(CCc3ccccc3)n2C)n(C)c1=O | -4.2%
O=C1NC(=S)NC1=Cc1ccc2c(c1)CCC2 | 13.3%
CN1CC[C@]23c4c5ccc(OC6OC(C(=O)O)[C@@H](O)C(O)[C@H]6O)c4OC2C(O)C=CC3[C@H]1C5 (some centres undefined) | -69.7%
C=C1C(=O)O[C@@H]2[C@H]3O[C@]3(C)CC/C=C(\C)CC[C@@H]12 | -10.8%
CC1CCCC(C)N1C(=O)COC(=O)/C=C/c1ccc(Br)o1 (centres undefined) | 7.8%
O=C(c1ccccc1)N1N=C(c2ccc(F)cc2)CC1c1ccc(F)cc1 (centres undefined) | 2.2%
Cc1cc(C)c(NC(=O)C2CC(=O)N(C3CCCC3)C2)c(C)c1 (centres undefined) | -6.7%
COc1ccc(N2CCN(C(=O)CN3C(=O)NC4(CCCCC4C)C3=O)CC2)cc1 (centres undefined) | 15.1%
CCOC(=O)c1c(NC(=O)CSc2nnc3c(n2)[nH]c2ccccc23)sc2c1CCN(C)C2 | 7.08µM*
COc1ccc(NC(=O)CN2C(=O)NC3(CCCc4ccccc43)C2=O)c(OC)c1 (centres undefined) | -3.0%
C[C@@H]1CN([C@@H](C)CO)C(=O)c2cc(NC(=O)C3CC3)ccc2O[C@@H]1CN(C)Cc1ccc(Cl)c(Cl)c1 | ?
O=C(COC(=O)c1ccco1)Nc1cc(S(=O)(=O)N2CCCCC2)ccc1Cl | -12.0%
CCCCN1C(=O)N(CCc2ccc(F)cc2)S(=O)(=O)c2cc(C(F)(F)F)ccc21 | ?
CC1CCC2(CC1)NC(=O)N(CC(=O)Nc1cccc(S(=O)(=O)N3CCCCC3)c1)C2=O (centres undefined) | 25.1µM*
O=[N+]([O-])c1ccc(CS(=O)c2ccccc2)cc1 (centres undefined) | 3.9%
Cc1ccc(-n2ncc3c(=O)[nH]c(SCC(=O)NCC4CCCO4)nc32)cc1 (centres undefined) | 10.3%
COc1ccc(-c2sc3ccc(OC)cc3c2-c2ccc(OCCN3CCOCC3)cc2)cc1 | ?
c1ccc(-c2ccc(-c3ccncn3)cc2)cc1 | 2.2%
Cc1ccc(C2=C(O)C(=O)C(c3ccc(C)cc3)=C(O)C2=O)cc1 | 13.4%
COc1ccc(CCNC/C=C/c2ccccc2)cc1 | 1.5%
COc1ccc(CNC(=O)C[C@H]2C[C@H](C(=O)N3CCOCC3)[C@@]3(CCC4CCCC4)c4[nH]c5cc(CCC(=O)N(C)C)ccc5c4CCN3C2=O)cc1OC | -13.6%
Cc1ccc(S(=O)(=O)Nc2cc(C)cc(CCNC=O)c2C)cc1 | 5.2%
COc1ccccc1-c1nnc(-c2ccc(C)cc2)o1 | ?
Cc1noc(C)c1C(=O)OCC(=O)/C=C1/N(C)c2ccccc2C1(C)C | ?
COc1ccc(C(=O)N[C@H](C(=O)OCCCOC(=O)[C@@H](NC(=O)c2ccc(OC)cc2)C(C)C)C(C)C)cc1 | ?
CC(=NNC(=O)c1cc(C)nc2ccccc12)c1ccc(N2CCOCC2)cc1 | -24.8%
O=C1NC[C@H](Cc2ccccc2)N(CC2CCN(CCCC3CCCC3)CC2)C1=O | 7.6%
CC(NC(=O)COC(=O)CN1C(=O)c2ccccc2C1=O)c1ccccc1 (centres undefined) | 12.6%
NC(=O)C1CCN(C(=O)c2cc(Cl)c3c(c2)OCCO3)CC1 | 4.8%
O=C(NC(=S)Nc1ccccc1O)c1cncc(Br)c1 | -5.7%
COc1cc(C(=O)NN=Cc2ccc(N(CCCl)CCCl)cc2)cc(OC)c1OC | ?
O=C(Cc1cccc(NC(=O)C2CCCN(C(=O)C3CC3)C2)c1)Nc1cccc(C(=O)N2CCCCC2)c1 (centres undefined) | ?
CCc1ccccc1NC(=O)C1CCCC1 | 0.7%
CCCCN=C1SC(C(=O)Nc2sc3c(c2C(=O)OC)CCC3)C(N)=C1C(=O)N1CCOCC1 (centres undefined) | 17.5%
COc1ccc(CCN(C)C(=O)CSc2nc3ccccc3c(=O)n2CC2CCCO2)cc1OC (centres undefined) | -29.5%
CCOC(=O)C1=C(CC)Nc2ccccc2N=C1NC(=O)c1cc(S(=O)(=O)N2CCOCC2)ccc1C | -4.4%
O=C(NC(=S)Nc1ccccc1Br)C1CC1 | -18.8%
CCN(CC)c1ccc(C2C(C(C)=O)C(=O)CC(C)(O)C2C(C)=O)cc1 (centres undefined) | 7.4%
C[C@H](CO)N1C[C@H](C)[C@H](CN(C)Cc2ccncc2)Oc2ccc(NC(=O)Nc3ccc(C(F)(F)F)cc3)cc2CC1=O | ?
CC12CCC3c4cc(CN5CCOCC5)c(O)cc4CCC3C1CCC2=O (centres undefined) | -20.8%

Some of the compounds tested; rates above refer to the full screens.
